Screening data as filed in PubChem BioAssay.
Pf Dd2 inh: inhibitors of Plasmodium falciparum Dd2 growth. P. falciparum Dd2 growth, SYBR Green, 72 h. Potency, µM (highest dose often 28.9 µM), without a hit: top-dose activity, negative = inhibition, hits mostly inhibitors. 4.3% of 120,000 active; active = well fitted inhibition curve with a large enough effect; inconclusive = small, poorly fitted or top-dose-only effect; inactive = no such curve, though single readings can be large or run the other way;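 also: plate controls were DMSO vehicle for no effect and reference drug for full effect; nearly all actives have a fitted effect of over 65% in size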
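Infected erythrocytes (Dd2, 0.3% parasitemia, 2.5% hematocrit final) are added to compound in RPMI-1640/Albumax II medium, grown 72 h at 37C in low oxygen, then lysed with saponin/Triton-X containing SYBR Green and read by fluorescence.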
An asterisk follows results filed as active; i = inactive; u = inconclusive; [ ] = dose if it differs, or a comment. Potency is read from the fitted curve at half-maximal effect. Only part of the results is shown; rates above refer to the full screens.

molecule	Pf Dd2 inh
CCOC(=O)C1CCCN(C(=O)Cn2ncc3c([nH]c4ccc(C)cc43)c2=O)C1 (stereo unspecified)	-11%
COc1cccc(-c2nnnn2[C@H]2CO[C@H]3[C@@H]2OC[C@@H]3NC(=O)CC2(CC(=O)O)CCCC2)c1	39%[activator]
COc1ccccc1CC(=O)N1CCCc2ncc(C(=O)NCc3ccc(OC)c(OC)c3)cc21	u
Cc1cc2n(n1)CCCN2C(=O)Nc1ccc(Cl)cc1	i
CN(C)C(=O)c1ccc(OC2CCN(C(=O)c3ccc(C(F)(F)F)cc3)CC2)nc1	0%
Cc1ccc(C)c(NC(=O)CSc2nnc(CNC(=O)c3ccccc3)n2-c2ccccc2)c1	14%
COc1cc(OC)cc(C(=O)N2CCCN(c3cc(-c4ccc(F)cc4)[nH]n3)CC2)c1	-13%
Cc1cn(S(=O)(=O)c2ccc(F)c(Cl)c2)cn1	25%
CCOC(=O)c1cccc(NS(=O)(=O)c2cc3[nH]c(=O)c(=O)[nH]c3cc2C)c1	i
Cc1ccc(N(Cc2cccs2)C(=O)c2ccco2)cc1	u
Cc1ccccc1OCC(=O)Nc1ccc2nc(SCC(N)=O)sc2c1	u
COC1CCOC2(CCN(C(=O)c3c[nH]c4ccccc34)CC2)C1 (stereo unspecified)	u
O=C(NCC1CCOCC1)c1ccccn1	0%
CCC1CCCCN1CCCNC(=O)c1c(O)nc2ccccn2c1=O (stereo unspecified)	-5%
CCc1cccc(NC(=O)CCc2c(C)nc3c(-c4ccccc4)c(C)nn3c2C)c1	36%[activator]
Cn1cc(S(=O)(=O)c2cccc(Cl)c2)c(=O)c2cc(F)c(N3CCCCCC3)cc21	i
COC(=O)c1sc(NC(=O)c2cc3nc(-c4ccc(Br)cc4)cc(C(F)(F)F)n3n2)c(C(=O)OC)c1C	-17%
Cc1oc2ncnc(N3CCOCC3)c2c1C(=O)N(Cc1ccccc1)C(C)C	37%[activator]
COc1ccccc1CN1CCC2(CC1)Cc1ccccc1CNC2=O	-42%
Cc1cnc(C(=O)N2CCC3(CC2)CC(N(Cc2ccccc2)C2CC2)CCO3)cn1 (stereo unspecified)	u
CCN(Cc1ccccc1)C(=O)c1cnn(-c2ccc(F)cc2)c1-n1cccc1	12%
CCOc1ccc(CNS(=O)(=O)c2cc(-c3cc(C)no3)ccc2C)cc1OC	54%[activator]
Cc1cc(C)cc(NC(=O)CSCc2cc(=O)c3cc(Cl)ccc3[nH]2)c1	70%[activator]
CNC(=O)N1CCC(C2CCN(C(=O)c3cc(C)n(CCOC)c3C)C2)CC1 (stereo unspecified)	-26%
COCc1nncn1C1CCN(C(=O)c2ccc(C)c(C)c2)CC1	u
CCc1ccc(C(=O)c2cn(CC(=O)NCCc3ccc(OC)c(OC)c3)c3nc(C)ccc3c2=O)cc1	19%
COc1ccc(-c2c(C#N)c(SCC(=O)Nc3ccc(C)c(C)c3)nc(C)c2C(=O)Nc2ccc(Cl)cc2)cc1	u
Cc1ccc2c(C(=O)Nc3ccc(N4CCOCC4)cc3)cc(NC(=O)C3CCC3)cc2n1	u
COCCO[C@H]1C(=O)N(C2CCN(C(=O)c3cnc(C)cn3)CC2)[C@H]1c1ccncc1	18%
CCOC(=O)c1sc(NC(=O)Cn2nc3c(cc2=O)CCCC3)nc1C	-9%

Nothing new here: entries from further up.
molecule	Pf Dd2 inh
CNC(=O)N1CCC(C2CCN(C(=O)c3cc(C)n(CCOC)c3C)C2)CC1 (stereo unspecified)	-26%
COCc1nncn1C1CCN(C(=O)c2ccc(C)c(C)c2)CC1	u
CCc1ccc(C(=O)c2cn(CC(=O)NCCc3ccc(OC)c(OC)c3)c3nc(C)ccc3c2=O)cc1	19%
COc1ccc(-c2c(C#N)c(SCC(=O)Nc3ccc(C)c(C)c3)nc(C)c2C(=O)Nc2ccc(Cl)cc2)cc1	u

Next results follow.
molecule	Pf Dd2 inh
O=C(NC1CCN(Cc2ccccc2)CC1)[C@H]1CN(Cc2ccccc2)C[C@H]1C(=O)O	-29%
CCOC(=O)c1ccc(NC(=O)c2ccc3c(c2)N(C)C2CCCCN2C3=O)cc1 (stereo unspecified)	i
COc1cccc(CNC(=O)N[C@@H]2CN(c3ncccn3)C[C@H]2CN(C)C)c1	-3%
CCNC(=O)C1CCN(C(=O)CC(=O)Nc2ccccc2OCC)C1 (stereo unspecified)	-8%
CC(C)n1c(=O)c2oc3ccccc3c2n(Cc2ccccc2F)c1=O	0%
O=C(NC[C@H]1OC[C@@H](NC2CCC(F)(F)CC2)[C@@H]1O)c1cccs1	10%[44.1 µM]
Cc1nn2c(c1-c1ccccc1C(C)C)N(CCC(C)C)CCC2	u
COc1ccc(C(CC(=O)N2CCN(C)CC2)c2ccccc2)cc1 (stereo unspecified)	-20%
COc1cccc(CCC(=O)N2CCCC(c3[nH]ccc3C(N)=O)C2)c1 (stereo unspecified)	-9%
Cc1cnc(C(=O)N2CCCC(CCc3cccc(F)c3)C2)cn1 (stereo unspecified)	2%
O=S(=O)(NC[C@H]1C[C@@H]2CCN1C[C@@H]2CN1CCCCC1)c1ccccc1	-5%[44.1 µM]
CCOc1ccccc1C1NC(=O)N(CC(=O)NC(C)(C)C)C2=C1C(=O)OC2 (stereo unspecified)	i
Cc1cccc(OCC(=O)N[C@@H]2CN(c3ccncn3)C[C@H]2CN(C)C)c1	-8%
Cc1ccc(CNC(=O)Cn2c(C)cc3nc4n(c(=O)c32)CCCCC4)cc1	125%[activator]
CN1CCN(C(=O)CC2=C3CCCCC3NC2=O)CC1 (stereo unspecified)	-9%
Cc1noc([C@@H]2CC(F)(F)CN2C(=O)c2ccc(F)cn2)n1	-15%
CC(=O)N1CCCc2cc(S(=O)(=O)N3CCC(C(=O)N(C)C4CCCCC4)CC3)ccc21	u
CC(C)C(=O)N1CCC(N2C(=O)C(O)C23CCCCC3)CC1 (stereo unspecified)	-2%
CN1CC[C@H]2CN(C(=O)CCCc3ccc(F)cc3)C[C@@]2(C(=O)O)C1	1%
COC[C@H]1C[C@@H](NC(=O)c2cncnc2)[C@H](O)[C@@H]1O	-2%[44.1 µM]

Arranged by length of the SMILES (lowest first): part of the list above.
molecule	Pf Dd2 inh
CN1CCN(C(=O)CC2=C3CCCCC3NC2=O)CC1 (stereo unspecified)	-9%
COc1ccc(C(CC(=O)N2CCN(C)CC2)c2ccccc2)cc1 (stereo unspecified)	-20%
CCOC(=O)c1sc(NC(=O)Cn2nc3c(cc2=O)CCCC3)nc1C	-9%
Cc1oc2ncnc(N3CCOCC3)c2c1C(=O)N(Cc1ccccc1)C(C)C	37%[activator]
COC[C@H]1C[C@@H](NC(=O)c2cncnc2)[C@H](O)[C@@H]1O	-2%[44.1 µM]
O=S(=O)(NC[C@H]1C[C@@H]2CCN1C[C@@H]2CN1CCCCC1)c1ccccc1	-5%[44.1 µM]
COc1cc(OC)cc(C(=O)N2CCCN(c3cc(-c4ccc(F)cc4)[nH]n3)CC2)c1	-13%

More entries follow:
SMILES	Pf Dd2 inh
COCCN1C(=O)[C@H]2CN(Cc3ccc(C)s3)C[C@H]2C1=O	-18%
COc1ccc(NCCN2CCCC2)cc1	-8%[44.1 µM]
CN(CC(=O)N1CCC(CCOc2ccc(F)cc2)C1)S(=O)(=O)c1ccc2c(c1)oc(=O)n2C (stereo unspecified)	u
COc1cc(F)ccc1-c1ccnc2ncnn12	-5%
CCc1ccccc1NC(=O)Nc1nnc(N2CCCC2)s1	1%
CN(C)c1ccc(C(=O)N[C@H]2CO[C@H]3[C@@H]2OC[C@@H]3n2nnnc2Oc2cccc(N(C)C)c2)cc1	u
COc1ccc(-c2cc(C(F)(F)F)n3nc(C)c(-c4ccccc4)c3n2)cc1OC	15%
CCOC(=O)c1cc2c(=O)n3ccccc3nc2n(Cc2ccco2)c1=NC(=O)c1ccc(Br)cc1	u
COc1ccc(-c2cc3c(ccn3Cc3ccncc3)c(N3CCOCC3)n2)cn1	u
Cc1ccccc1Nc1c(-c2ccc(N3CCOCC3)cc2)nc2ncccn12	-24%
Cc1nc(C)c(C(=O)N2CC[C@H]3C(=O)NCCCCCCN(Cc4ccncc4)[C@@H]3C2)s1	-14%
CN(Cc1ccccc1)c1ccc(-c2nc(-c3cccnc3)no2)cc1[N+](=O)[O-]	i
CCC1(O)CCC12CCN(C(=O)CC1CCCC1)CC2 (stereo unspecified)	i
Cc1noc(C)c1[S+](=O)([O-])N1CCCC2(CC(c3cccnc3)=NO2)C1 (stereo unspecified)	-3%
COc1ccc(C(=O)N2Cc3[nH]cnc3C[C@H]2c2nc(-c3ccc(OC(F)(F)F)cc3)no2)cc1	-14%
O=C(C1CCC1)N1CCC(C(=O)N2CCCC2c2ccco2)CC1 (stereo unspecified)	-1%
COC(=O)[C@@H]1Cc2ncn(C(C)C)c2CN1C(=O)c1ccc(OC)cc1	5%[44.1 µM]
O=C(COc1ccc(F)cc1)N1CC(c2nnc(-c3ccncc3)o2)C2(CCOCC2)C1 (stereo unspecified)	u
CCC(C)NC(=O)c1cccc(NC(=O)c2nsc3ccccc23)c1 (stereo unspecified)	-20%
CCC(CC)C(=O)N1CCCN(S(C)(=O)=O)c2ccccc21	2%
COc1ccc(OC)c(CCNC(=O)c2nn(C)c3c2CSc2ccccc2-3)c1	7%
CC#CC(=O)N1CCCC(C(=O)Nc2ccc(-c3cccc(OC)c3)cc2)C1 (stereo unspecified)	-2%
CC1(CCCCN2CCOCC2)COc2ccc(C(=O)Nc3ccc4[nH]ccc4c3)cc2N1 (stereo unspecified)	u
CC(C)C(C(=O)N1CCC2(CC1)CN(C)CCN2C)c1ccc(Cl)cc1 (stereo unspecified)	u
O=C(C[C@@H]1C[C@H]2O[C@H](CNC3CCOCC3)[C@@H](O)[C@H]2O1)N1CCOCC1	13%[44.1 µM]
CC1=C(C(=O)Nc2ccc(F)cc2F)C2(CCCCCC2)OC1=O	u
Cc1ccc(NC(=O)c2nn(C)c3c2CS(=O)(=O)c2ccccc2-3)c(Cl)c1	-1%
CCOC(=O)C1(Cc2ccccc2Cl)CCN(Cc2cccc3c2OCO3)CC1	8.9µM*
O=C(NCc1ccncc1)C1CN(Cc2cccs2)CC12CCOCC2 (stereo unspecified)	i
COc1ccc(Nc2cc(C)nc3c(C)c(C)ccc23)cc1	-15%
Cn1c(=O)[nH]cc(CC(=O)N2CCOCC(O)C2)c1=O (stereo unspecified)	-2%
CN1CCN(c2nc3c(c(=O)[nH]2)CCN(Cc2ccc(C#N)cc2)CC3)CC1	73%[activator][5.79 µM]
COc1ccc(-c2nc(Cn3c(-c4ccccc4)nc(C)c(CCO)c3=O)c(C)o2)cc1	u
Cc1ccc(C)c(N2CCN(C(=O)CCc3conc3-c3ccccc3)CC2)c1	-8%
O=C(CCc1nc(C2CCCN2C(=O)c2n[nH]c3ccccc23)no1)NCc1ccccc1 (stereo unspecified)	i
CNCc1ccc2c(c1)OCO2	-3%[44.1 µM]
CCNC(=O)c1cccnc1OC1CCN(C(=O)c2ccc(C)cc2)C1 (stereo unspecified)	-9%
Cc1cccc(S(=O)(=O)N2CCC(n3cnnc3C(C)C)CC2)c1	i
Cc1ncoc1C(=O)N1CCOC(Cc2cccc(C(F)(F)F)c2)C1 (stereo unspecified)	-26%
Cc1cn2nc(C(=O)Nc3ccc(C)c(F)c3)cc2c(N2CCSCC2)n1	u
CC(=O)N1CCc2c(sc3c2c(=O)n(-c2cccc(Cl)c2)c(=O)n3Cc2ccc(F)cc2Cl)C1	11µM*
Cc1ccc(NC(=O)Cn2c(=O)n(Cc3nc(C)no3)c(=O)c3cc4c(cc32)OCO4)cc1	19%
COC[C@@H]1CN(C(=O)CCc2c(C)nn(C)c2C)C[C@H]1c1ccccn1	i
CC(=O)c1ccc(NC(=O)c2nn(C)c3c2CS(=O)(=O)c2ccccc2-3)cc1	-3%
COc1ccc(Nc2oc(/C=C/c3cccc(OC)c3)nc2C#N)cc1	i
COc1ccc(NC(=O)CCCN2C(=O)COc3ccc(C)cc32)cc1OC	-22%
CCn1ccc(-c2c(-c3ccccc3)ncn2CCN(C)S(C)(=O)=O)n1	15%
CCc1ccc(Nc2nn3c(=O)c4cc5c(cc4nc3s2)OCO5)cc1	11%
COCCNC(=O)c1ccc(CN2C(=O)NC3(CCS(=O)(=O)CC3)C2=O)cc1	8%
CC(C)C[C@@H]1N[C@H](C(=O)NCc2ccccn2)Cc2c[nH]c3cccc1c23	u
COc1cc(NC(=O)CC(c2cccs2)N2Cc3ccccc3C2=O)cc(OC)c1OC (stereo unspecified)	u
NC(=O)[C@@H](Cc1c[nH]c2ccccc12)NC(=O)[C@@H]1C[C@@H](NS(=O)(=O)c2cccs2)CCN1C(=O)[C@@H](O)[C@H](O)C(=O)O	-1%
O=C([C@@H]1C[C@H](Oc2ccccc2)CN1C(=O)C1CCCC1)N1CCCC1	u
COc1ccc(C(=O)N2CC(Oc3ccc(F)c(F)c3)C2)cc1	-1%
O=C(c1ccc(Br)cc1)N1CCC(n2cnnc2C2CC2)CC1	13%
O=C(NCc1cccc(Br)c1)c1cccn1-c1nnc(N2CCCCC2)s1	u
COCc1nnc(NC(=O)CN2CCN(c3nccnc3C#N)CC2)s1	i
CN1C(=O)CS(=O)C12CCN(C(=O)Cc1cccc(F)c1)CC2 (stereo unspecified)	-23%
COc1ccccc1CNC(=O)CSc1nc(=O)[nH]c2c1CCCC2	14%
COCc1ccc2c(c1)c(OC(C)(C)C(=O)N1CCOCC1)nn2Cc1cccnc1	-19%[44.1 µM]
Cc1cc(Cl)cc(Cl)c1CNCC1(O)CCCNC1 (stereo unspecified)	7.9µM*
CCc1csc(CNC(=O)c2ccc(N3CCSCC3)nc2)n1	-23%
